MmCpn inh: blocks the Methanococcus maripaludis chaperonin Mm-Cpn. purified Mm-Cpn ATPase, ADP Transcreener TR-FRET. Potency, µM (highest dose often 76.9 µM), for inactives: top-dose activity, negative = inhibition, hits mostly inhibitors. hit rate 0.031% among 330,000; note: potency is the fitted concentration of half-maximal effect; % is set by controls: 0 for no effect and ±100 for the full control effect; nearly all actives have a fitted effect of over 80% in size
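Inhibition of chaperonin ATP hydrolysis is measured as reduced ADP production, detected by competitive TR-FRET in which signal falls with ADP. Final enzyme 25 nM and ATP 10 uM, reacted 30 min at 37°C.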
WRN helicase inh: WRN helicase (human) inhibition | Q14191 | AID 651768 | hit rate 0.46% among 360,000 | Potency, µM (highest dose often 114 µM), without a hit: top-dose activity change, negative = inhibition, usual class: inhibitors | WRN helicase unwinding, fluorescent forked duplex, kinetic; note: potency is the fitted concentration of half-maximal effect; % is set by controls: 0 for no effect and ±100 for the full control effect; nearly all actives have a fitted effect of over 55% in size
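Kinetic fluorescence helicase assay: unwinding of a quenched forked DNA duplex (100 nM final) with 2 mM ATP final raises red fluorescence (525/598 nm). Compounds sat 15 min at room temperature with 20 nM WRN beforehand.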
EPAC1 ag: EPAC1 (human) agonism. O95398. EPAC1 agonist qHTS, biochemical assay; response scale: 100% = response to 6.5 mM cAMP. Potency, µM (top dose mostly 154 µM), for inactives: top-dose activation, actives largely listed as activators. hit rate 0.073% among 360,000; note: potency is the fitted concentration of half-maximal effect; nearly all actives have a fitted effect of over 60% in size
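EPAC1 100 nM, Rap1B–BODIPY-GDP 250 nM, unlabeled GDP 50 uM; compound titration; 5 min RT; kinetic read ex480/em540 at 5-min intervals ×30 min; data normalized to 6.5 mM cAMP agonist control.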
CCT chaperon mod: changes cytosolic chaperonin activity. purified chaperonin ATPase assay, HTRF ADP detection, 30 min. activity change, % (no concentration beside the values), hits read low. hit rate 0.3% among 360,000. AID 651819; in the data active = activity change below about -30%; note: % is set by controls: 0 for no effect and ±100 for the full control effect
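ATPase activity: ADP formed was measured by HTRF Transcreener (665/615 nm ratio) after 30 min at 37 deg C with 10 uM ATP. Compounds screened at one 76 uM concentration against 40 or 20 nM TRiC in Tris pH 7.4/KCl/MgCl2/DTT buffer.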
PI5P4Ka inh: inhibitors of human PI5P4K alpha | P48426 | PI5P4Kalpha enzyme, ADP-Glo luminescence, 60 min; active compounds read low | max response, % | hit rate 1.2% among 330,000; active = max response of -50% or lower; inconclusive = between -30% and -50%; inactive = -30% or higher; note: value at the top dose of about 77 µM; % is set by controls: 0 for no effect and ±100 for the full control effect
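Controls without substrate or without enzyme flank wells where PI5P4Kalpha converts substrate using 5 microM ATP (final). Incubation lasts 60 minutes at room temperature; ADP formed is read by ADP-Glo luminescence.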
PLK1 PBD block: PLK1 (human) polo-box domain binding inhibition. P53350. Plk1 PBD binding of FITC phosphopeptide, fluorescence polarization. Potency, µM, inactives show max response, negative = inhibition, actives largely listed as inhibitors. hit rate 2.8% among 360,000. AID 720504; note: potency is the fitted concentration of half-maximal effect; series mostly up to about 57 µM; % is set by controls: 0 for no effect and ±100 for the full control effect; nearly all actives have a fitted effect of over 65% in size
EPAC1 antag: blocks human EPAC1 exchange factor | O95398 | EPAC1 GEF assay, Rap1b-BODIPY-GDP exchange fluorescence | Potency, µM (titrated, usually from 115 µM), without a hit: at the top dose activity change, negative = inhibition, most hits filed as inhibitors | hit rate 0.14% among 360,000;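 note: potency is the fitted concentration of half-maximal effect; plate controls were vehicle for no effect and positive control for full effect; nearly all actives have a fitted effect of over 50% in size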
EPAC2 antagonist: antagonists of human EPAC2 | Q8WZA2 | Potency, µM (highest dose often 114 µM), without a hit: at the highest dose activity, negative = inhibition, hits mostly inhibitors | AID 720708 | hit rate 0.18% among 360,000 | EPAC2 GEF exchange of Rap1B-BODIPY-GDP, fluorescence; note: potency is the fitted concentration of half-maximal effect; % is set by controls: 0 for no effect and ±100 for the full control effect; nearly all actives have a fitted effect of over 45% in size; many of its hits are not listed in these tables
Numbers without * were called inactive; ? = inconclusive; / = not tested or not shown; [ ] = remark or other dose. Unless noted, calls come from the whole dose curve; as a rule, active = well fitted curve in the direction sought with a large enough effect; inconclusive = small, poorly fitted or top-dose-only effect, or another doubt; inactive = no such curve, though single readings can be large; an effect the other way counts as inactive or inconclusive. An excerpt, so the mix of outcomes need not match the whole.

Every second line gives: EPAC1 ag, WRN helicase inh, EPAC2 antagonist, MmCpn inh, PLK1 PBD block, PI5P4Ka inh, EPAC1 antag, CCT chaperon mod
O=C(COc1ccc2c(-c3ccccc3)cc(=O)oc2c1)NCc1cccs1
→ -1%, -20%, -2%, -2%, -24%, 3, 0%, -2.4
C#Cc1ccc([C@@H]2C=C(C(=O)O)O[C@H](OCc3ccc(CO)cc3)C2)cc1
→ -2%, -31%, 1%, /, -20%, -2, -3%, 0.4
COc1ccccc1NC(=O)C(C)N1CCN(C/C=C/c2ccccc2)CC1 (configuration not stated)
→ 7%, -8%, 0%, 2%, -9%, 0, 3%, -1.1
CCC(C)NC(=O)c1ccc(CN2CCc3ccccc3C2)cc1 (configuration not stated)
→ -4%, 9%, 5%, -2%, 5%, 4, 2%, -0.4
O=C(NCc1c[nH]c2ccccc12)c1ccccc1
→ 6%, -1%, 2%, /, -9%, -4, 4%, -2.3
COc1ccc(NC(=O)CC2C(=O)N(c3ccc(OC)cc3)C(=O)N2CCc2cccs2)cc1 (configuration not stated)
→ -1%, 6%, 0%, 1%, -10%, 1, 10%, 1.0
CCOC(=O)C(CO)(NC(C)=O)C(=O)OCC
→ -7%, 13%, 13%, 2%, -10%, -1, 9%, -1.8
COc1cccc(-c2csc(N3CCN(C(=S)Nc4ccccc4OC)CC3)n2)c1
→ 10%, -10%, -4%, -27%, -17%, /, 4%, 1.2
Cc1noc(C)c1C(=O)Nc1sc2c(c1C(N)=O)CCC2
→ 1%, -8%, 2%, -6%, -16%, /, 12%, -0.8
CCOC(=O)C1CCN(C(=O)C(=O)Nc2ccc3nc4n(c(=O)c3c2)CCCCC4)CC1
→ 3%, -5%, 5%, 0%, -13%, 2, -5%, -1.4
CC1CC(C)CN(C(=O)Cn2nnc(-c3ccc(Br)cc3)n2)C1 (configuration not stated)
→ 6%, 1%, -4%, -10%, 1%, 0, 9%, -0.4
Cc1nn(-c2ccccc2)c(C)c1NC(=O)COC(=O)CCCOc1ccccc1
→ 0%, 3%, 11%, -4%, -3%, -4, -4%, 1.0
Cc1cc(C)cc(NC(=O)CCc2c(C)nn(-c3ccc(N4CCCCC4)nn3)c2C)c1
→ 6%, -5%, -15%, -2%, -14%, 3, ?, -2.3
COc1ccc(CNC(=O)C2CSC(=O)C2)cc1 (configuration not stated)
→ -4%, -3%, 7%, -2%, -8%, 6, 4%, 2.9
COc1ccc(CNC(=O)CCNC(=O)c2ccco2)cc1OC
→ 1%, -1%, 10%, 1%, -3%, 0, 6%, -3.7
COc1cccc2cc3c(=O)oc4ccccc4c3nc12
→ 4%, -7%, 2%, 0%, -10%, -9, -3%, -3.7
CCOc1ccc(N=C2NC(=O)C(CC(=O)Nc3ccccc3)S2)cc1 (configuration not stated)
→ -8%, 8%, 4%, 0%, -1%, -1, 10%, 1.3
CCC(=O)NC(=S)Nc1ccc(-c2nc3ccc(C)cc3s2)cc1
→ 6%, -2%, 9%, 0%, -14%, 10, 3%, -2.2
NC(=S)N/N=C/c1ccc(-c2cccc([N+](=O)[O-])c2)o1
→ 2%, -10%, 0%, -4%, -11%, 7, -4%, 0.0
O=c1oc2c(O)cccc2cc1-c1nc2ccccc2[nH]1
→ 22%, -16%, 14%, -5%, 1.9µM*, ?, ?, -3.6
CCOC(=O)/C(=N\Nc1ccc(Br)cc1)N1CC(C)OC(C)C1 (configuration not stated)
→ 1%, 0%, -16%, 0%, -1%, 1, -10%, 1.3
COc1ccc(OC)c(/C=N/NC(=O)CNC(=O)c2ccc(S(=O)(=O)N3CCOCC3)cc2)c1
→ -5%, 2%, 1%, -2%, 0%, -9, -7%, -3.8
O=C(Nc1cccnc1Cl)C1=NN(c2ccccc2)C(=O)CC1
→ -4%, 2%, -3%, 0%, -12%, -3, ?, 1.6
O=C(O)C(c1ccccc1)N1C(=O)c2ccccc2C1=O (configuration not stated)
→ 5%, 3%, -6%, -3%, -13%, 8, ?, -3.1
O=C(c1cnccn1)N(c1ccccc1)C1(C(=O)NC2CCCC2)CCCCC1
→ 4%, 1%[57.1 µM], 10%, 0%, 2%, 4, 12%, 0.2
O=C(/C=C/c1ccc([N+](=O)[O-])o1)NNC(=O)c1ccc(F)cc1
→ 7%, -15%, 4%, -4%, -21%, -3, -9%, 1.2
COc1ccc(Cl)cc1N(CC(=O)Nc1ccc2c(c1)OCCO2)S(C)(=O)=O
→ 6%, 2%, -5%, 2%, -7%, /, -10%, -1.0
COc1ccc(NC(=O)Cn2c(=O)n(CCC(=O)NCC3CCCO3)c(=O)c3cc(OC)c(OC)cc32)cc1 (configuration not stated)
→ 1%, ?, -8%, 0%, -11%, -9, -19%, -1.8
CN(C)c1nc(N)nc(CSc2nnnn2-c2ccc(C(=O)O)cc2)n1
→ -2%, 8%, 10%, 0%, 1%, /, 7%, 1.3
CC(C)(C)c1ccc(OCC(O)CN2CCc3ccccc3C2)cc1 (configuration not stated)
→ -3%, -9%, -3%, /, 3%, -1, -20%, -57*
O=C(O)c1ccc2c3c(cccc13)C(=O)N(OS(=O)(=O)c1ccccc1)C2=O
→ 1%, -10%, -1%, 1%, -19%, -18, -17%, 0.4
Cc1nc(Cl)c(N=Cc2cccc([N+](=O)[O-])c2)c(Cl)n1
→ 3%, -4%[57.1 µM], -3%, 0%, 8%, -2, -7%, -1.3
Cc1ccc(NC(=O)c2ncn(CCCNCC3CCCO3)n2)cc1C (configuration not stated)
→ 8%, -10%, 16%, /, -10%, -2, -7%, -2.7
CCN(CC)c1ccc(C(=O)NNC(=O)CN2C(=O)NC3(CCCCC3)C2=O)cc1
→ 10%, 7%, 1%, 0%, -10%, 7, 14%, -1.7
COc1ccc(Cc2c(-c3ccco3)nc3c(C)cc(Br)cn23)c(C)c1
→ 4%, -7%, -5%, /, -9%, ?, -6%, 1.7
CSCCC(NC(=O)COc1ccccc1)C(=O)N1CCCC(C(F)(F)F)C1 (configuration not stated)
→ -9%, 2%, -3%, -1%, 1%, -4, -13%, -0.3
Cc1ccc(C(=O)NNC(=O)c2ccncc2)cc1S(=O)(=O)N1CCCCC1
→ 0%, 10%, 16%, 0%, -4%, -10, 5%, -1.5
Cc1c(N=C2C=C(Br)C(=O)C(Br)=C2)c(=O)n(-c2ccccc2)n1C
→ -5%, -1%[11.6 µM], 1%, -6%, 6.7µM*, -78*, -19%, -1.9
COCCN(C(=O)COC(=O)CC1CCCCC1)c1c(N)n(Cc2ccccc2)c(=O)[nH]c1=O
→ -12%, 8%, 5%, 1%, -6%, 0, -3%, -2.0
Cc1nc2ccc(NC(=O)c3cccc(S(=O)(=O)N(C)c4ccccc4)c3)cc2s1
→ 11%, -13%, -9%, -8%, -1%, 0, ?, -2.0

A different layout for part of the listing above.
mol	EPAC1 ag	WRN helicase inh	EPAC2 antagonist	MmCpn inh	PLK1 PBD block	PI5P4Ka inh	EPAC1 antag	CCT chaperon mod
CCOC(=O)/C(=N\Nc1ccc(Br)cc1)N1CC(C)OC(C)C1 (configuration not stated)	1%	0%	-16%	0%	-1%	1	-10%	1.3
COc1ccc(OC)c(/C=N/NC(=O)CNC(=O)c2ccc(S(=O)(=O)N3CCOCC3)cc2)c1	-5%	2%	1%	-2%	0%	-9	-7%	-3.8
O=C(Nc1cccnc1Cl)C1=NN(c2ccccc2)C(=O)CC1	-4%	2%	-3%	0%	-12%	-3	?	1.6
O=C(O)C(c1ccccc1)N1C(=O)c2ccccc2C1=O (configuration not stated)	5%	3%	-6%	-3%	-13%	8	?	-3.1
O=C(c1cnccn1)N(c1ccccc1)C1(C(=O)NC2CCCC2)CCCCC1	4%	1%[57.1 µM]	10%	0%	2%	4	12%	0.2
O=C(/C=C/c1ccc([N+](=O)[O-])o1)NNC(=O)c1ccc(F)cc1	7%	-15%	4%	-4%	-21%	-3	-9%	1.2
COc1ccc(Cl)cc1N(CC(=O)Nc1ccc2c(c1)OCCO2)S(C)(=O)=O	6%	2%	-5%	2%	-7%	/	-10%	-1.0
COc1ccc(NC(=O)Cn2c(=O)n(CCC(=O)NCC3CCCO3)c(=O)c3cc(OC)c(OC)cc32)cc1 (configuration not stated)	1%	?	-8%	0%	-11%	-9	-19%	-1.8
CN(C)c1nc(N)nc(CSc2nnnn2-c2ccc(C(=O)O)cc2)n1	-2%	8%	10%	0%	1%	/	7%	1.3
CC(C)(C)c1ccc(OCC(O)CN2CCc3ccccc3C2)cc1 (configuration not stated)	-3%	-9%	-3%	/	3%	-1	-20%	-57*
O=C(O)c1ccc2c3c(cccc13)C(=O)N(OS(=O)(=O)c1ccccc1)C2=O	1%	-10%	-1%	1%	-19%	-18	-17%	0.4
Cc1nc(Cl)c(N=Cc2cccc([N+](=O)[O-])c2)c(Cl)n1	3%	-4%[57.1 µM]	-3%	0%	8%	-2	-7%	-1.3
Cc1ccc(NC(=O)c2ncn(CCCNCC3CCCO3)n2)cc1C (configuration not stated)	8%	-10%	16%	/	-10%	-2	-7%	-2.7
CCN(CC)c1ccc(C(=O)NNC(=O)CN2C(=O)NC3(CCCCC3)C2=O)cc1	10%	7%	1%	0%	-10%	7	14%	-1.7
COc1ccc(Cc2c(-c3ccco3)nc3c(C)cc(Br)cn23)c(C)c1	4%	-7%	-5%	/	-9%	?	-6%	1.7

Continuation.
Every second line gives: EPAC1 ag, WRN helicase inh, EPAC2 antagonist, MmCpn inh, PLK1 PBD block, PI5P4Ka inh, EPAC1 antag, CCT chaperon mod
CC1CCCCN1CCCNC(=O)c1ccc2nc(N3CCCCC3)sc2c1 (configuration not stated)
→ -9%, 1%, 10%, 1%, 4%, -8, 8%, -2.0
COC(=O)[C@]1(Cc2ccccc2)N[C@H](CN(C)S(=O)(=O)c2ccc(C)cc2)[C@@H]2C(=O)N(Cc3ccccc3)C(=O)[C@@H]21
→ -14%, -4%, -2%, -1%, -3%, 0, -8%, -0.5
Cn1cnc2nc(Cl)nc(Cl)c21
→ -3%, -3%, -8%, /, -22%, -1, 10%, -0.4
CCCCC1C(=O)CC[C@H]2[C@@H]1CC(=O)[C@@H]2C/C=C\CCCC(=O)O (some centres not stated)
→ -7%, ?, 6%, -2%, -19%, -1, -8%, 0.0
S=c1nc(C2CC2)[nH]c2ccccc12
→ -7%, -23%[57.1 µM], 9%, -14%, 24µM*, ?, -8%, -1.8
CC(=O)Nc1ccc2c(c1)CCC2=O
→ 0%, 0%, -2%, -3%, -8%, /, -1%, -2.8
CCc1c(C)c(C#N)c2nc3ccccc3n2c1NCCCN(C)C
→ 10%, -10%, -1%, /, -3%, -3, 13%, -3.0
